Screens deposited in PubChem by Sanford-Burnham Center for Chemical Genomics.
Apaf1 inhib = blocks human Apaf-1 apoptosome activity | O14727 | reconstituted apoptosome caspase-3 activity, DEVD-Rh110 fluorescence | inhibition, % at 20 µM | hit rate 0.71% among 330,000; active means inhibition of at least 40% at 20 µM;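 further: plate controls were DMSO wells for no effect and DEVD-CHO caspase inhibitor wells for full effect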
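Assay system: Apoptosome proteins | Medium: pH 7.5 Hepes buffer with CHAPS, BSA, DTT | Also added: Cytochrome c and DEVD-Rh110 substrate | Times: 30 min plus 50 min, RT | Detection: Rhodamine 110 fluorescence at Ex 480/Em 540 nm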
Jurkat NFkB inh = lowers PMA/ionomycin-induced NF-kB signal in Jurkat cells; PMA/ionomycin-induced NF-kB luciferase reporter, luminescence; inhibition, % at 4 µM; hit rate 0.53% among 330,000
SENP8 inh = SENP8 protease inhibition; Q96LD8; purified SENP8, Z-RLRGG-aminoluciferin cleavage, luminescence; inhibition, % at 10 µM; hit rate 1.2% among 330,000; AID 2540
Target sequence (Q96LD8 whole entry, looked up): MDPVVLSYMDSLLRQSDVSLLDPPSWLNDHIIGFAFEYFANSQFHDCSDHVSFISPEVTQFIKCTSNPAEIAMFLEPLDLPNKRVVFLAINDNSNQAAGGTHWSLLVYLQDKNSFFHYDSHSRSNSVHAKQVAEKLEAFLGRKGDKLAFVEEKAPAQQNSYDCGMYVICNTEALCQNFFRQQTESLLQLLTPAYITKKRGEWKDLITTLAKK
Gli-Sufu block = antagonists of Gli-Sufu signaling. Sufu-KO-LIGHT fibroblasts, Gli luciferase reporter luminescence. hit rate 0.74% among 340,000. AID 588413. inhibition, % at 5 µM;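 active means inhibition above about 55%, limit read from the data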;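 further: 0% = DMSO-treated cells and 100% = wells with medium but no cells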
UBC13 inh = human UBC13 polyubiquitination inhibition; P61088; UBC13 polyubiquitin chain formation, TR-FRET; inhibition, % at 20 µM; hit rate 0.47% among 330,000; AID 485273; in the data active means inhibition above about 45%, passing the limit was not always enough
Target sequence (P61088 whole entry, looked up): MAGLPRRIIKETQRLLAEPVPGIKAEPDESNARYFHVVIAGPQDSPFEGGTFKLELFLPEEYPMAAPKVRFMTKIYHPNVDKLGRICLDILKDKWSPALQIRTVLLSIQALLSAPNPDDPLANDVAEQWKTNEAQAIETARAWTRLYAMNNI
697 NFkB inh = inhibitors of the PMA/ionomycin-induced NF-kB reporter in 697 B cells | 697 B-cell NF-kB luciferase reporter, 16 h | inhibition, % at 4 µM | hit rate 0.33% among 330,000 | AID 435022; in the data active means inhibition above about 35%
CCR6 antag = antagonists of human CCR6 receptor | CHO-K1 CCR6 PathHunter beta-arrestin, luminescence, CCL20-stimulated | hit rate 0.49% among 340,000 | AID 493098 | inhibition, % at 20 µM | P51684;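 active means compounds whose inhibition of the agonist-driven luminescence signal at 20 µM reaches about 50%, limit read from the data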;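 further: cells stimulated with CCL20 at 14 nM final; plate controls were DMSO with CCL20 for no effect and DMSO without agonist for full effect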
EBI2 antag = EBI2 (human) antagonism; hit rate 0.81% among 360,000; EBI2 beta-arrestin recruitment, luminescence, 7a,25-OHC stimulated; inhibition, % at 5 µM; AID 651636; P32249; in the data active means inhibition above about 38%;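 further: enzyme fragment complementation signal reports receptor beta-arrestin coupling in cells; 0% = agonist plus DMSO wells and 100% = wells without agonist; some results beyond the cut were filed as inactive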
Target sequence (P32249 whole entry, looked up, the tested form may be a part): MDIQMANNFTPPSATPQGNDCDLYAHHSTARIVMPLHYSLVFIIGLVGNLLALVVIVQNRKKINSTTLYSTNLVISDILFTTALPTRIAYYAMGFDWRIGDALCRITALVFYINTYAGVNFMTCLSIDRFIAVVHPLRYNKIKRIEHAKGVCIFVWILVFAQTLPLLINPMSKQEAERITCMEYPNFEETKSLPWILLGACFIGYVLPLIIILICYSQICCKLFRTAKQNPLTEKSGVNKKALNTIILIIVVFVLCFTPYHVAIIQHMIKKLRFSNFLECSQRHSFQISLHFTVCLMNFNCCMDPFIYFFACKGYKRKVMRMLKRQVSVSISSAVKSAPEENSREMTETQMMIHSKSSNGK
An asterisk follows results filed as active; i = inactive. Unless noted, no stated cut-off is given here; in the data, active means inhibition above about 50%; inactive means the rest.

SMILES	Apaf1 inhib	Jurkat NFkB inh	SENP8 inh	Gli-Sufu block	UBC13 inh	697 NFkB inh	CCR6 antag	EBI2 antag
Cc1cc2c(Nc3ccccc3)ncnc2s1	0	9	-5	-3	-5	2	5	0
Cn1c(CCN2CCCCC2)nc2cc([N+](=O)[O-])ccc21	-13	1	1	6	1	8	-16	-8
O=C1C=C(c2cccc(OCc3ccccc3)c2)C[C@@H](c2ccc3c(c2)OCO3)C1	6	-26	-11	36	-21	-26	6	19
CCOC(=O)C1CCCN(C2CC(=O)N(c3ccc(N4C(=O)CC(N5CCCC(C(=O)OCC)C5)C4=O)cc3)C2=O)C1 (stereo not drawn)	-8	0	-1	-7	6	14	-2	2
CCCCOc1ccccc1-c1cc(C(=O)O)[nH]n1	-19	3	-4	-2	-1	11	-3	-8
COc1cc(OC)cc(C(=O)NCC(=O)NC(C)CCc2ccccc2)c1 (stereo not drawn)	6	4	-4	-13	-4	12	1	-4
CCCCn1nc2cc(C(=O)NC3CCc4ccccc43)ccc2c1OCC (stereo not drawn)	17	-6	-5	14	15	7	10	12
CCC(=O)Nc1ccc(C(=O)NNC(=O)c2ccc([N+](=O)[O-])cc2)cc1	-16	0	2	5	-2	26	12	8
COC(=O)CN1C(=O)[C@H]2[C@@H](/C=C/c3ccccc3)N3C(=O)CN(CC4CC4)C(=O)[C@@]3(Cc3ccccc3)[C@H]2C1=O	8	-4	-16	-10	-6	-4	6	-6
O=C(c1ccc2c(=O)n(Cc3ccco3)c(=S)[nH]c2c1)N1CCN(c2ccccc2)CC1	13	-5	-10	0	3	4	18	3
O=c1oc2ccc(Cl)cc2nc1/C=C(\O)c1cccs1	-1	-2	1	-1	-31	-16	6	5
Cc1ccc(-c2csc(NC(=O)c3c(C)noc3C)n2)cc1C	10	-14	-7	-1	14	-15	0	8
O=C(C1CC1)N1CCc2cc(S(=O)(=O)NC3CCN(Cc4ccccc4)CC3)ccc21	4	13	4	7	-4	0	-1	-1
CC(=O)Nc1ccc(N=Nc2c(C)[nH]n(C(N)=S)c2=O)cc1	-1	7	70*	-5	-100	-38	26	-8
Cc1c(C)c2cc(Cl)c(O)c(CN3CCN(C)CC3)c2oc1=O	-4	-8	-1	8	19	11	19	-1
CCCCSc1ncc(C(=O)OCC)c(N)n1	10	-123	-4	-95	3	-150	15	-1
COc1cccc(N2CCN(C(=O)CCC(=O)c3ccc(Cl)s3)CC2)c1	-5	6	-4	-8	-11	8	12	1
CC(C)(C)c1ccc(C(=O)NNC(=O)c2ccc(Cl)cc2)cc1	9	-8	4	2	-6	-29	2	2
CN(C)CCCNC(=O)c1ccc(Cl)c(S(=O)(=O)N(C)c2ccccc2)c1	-6	-10	-2	6	9	-7	4	-8
C[C@H](N)c1nnc(SCC(=O)c2ccc(Cl)cc2)o1	-6	-4	1	2	11	9	-6	-7
COc1ccc(N2C(=O)CSC23CCC(C(C)(C)C)CC3)cc1 (stereo not drawn)	33	18	-4	2	-9	10	18	-1
O=C(O)c1ccc(Nc2ccc3nonc3c2[N+](=O)[O-])cc1	-4	4	-6	6	-15	5	-21	-2
Cc1onc(-c2ccccc2)c1C(=O)N(Cc1ccccc1)C(C)C	3	8	-1	4	5	-3	19	8
COc1ccc(-c2cc(C)no2)cc1S(=O)(=O)NCCCN1CCN(c2ccccc2)CC1	-1	20	-10	30	0	-10	11	-1

One compound at a time, from the list above:
Entry for O=C1C=C(c2cccc(OCc3ccccc3)c2)C[C@@H](c2ccc3c(c2)OCO3)C1 = Apaf1 inhib: 6; Jurkat NFkB inh: -26; SENP8 inh: -11; Gli-Sufu block: 36; UBC13 inh: -21; 697 NFkB inh: -26; CCR6 antag: 6; EBI2 antag: 19
Entry for CCC(=O)Nc1ccc(C(=O)NNC(=O)c2ccc([N+](=O)[O-])cc2)cc1 = Apaf1 inhib: -16; Jurkat NFkB inh: 0; SENP8 inh: 2; Gli-Sufu block: 5; UBC13 inh: -2; 697 NFkB inh: 26; CCR6 antag: 12; EBI2 antag: 8
Entry for O=C(O)c1ccc(Nc2ccc3nonc3c2[N+](=O)[O-])cc1 = Apaf1 inhib: -4; Jurkat NFkB inh: 4; SENP8 inh: -6; Gli-Sufu block: 6; UBC13 inh: -15; 697 NFkB inh: 5; CCR6 antag: -21; EBI2 antag: -2

Additional compounds.
SMILES	Apaf1 inhib	Jurkat NFkB inh	SENP8 inh	Gli-Sufu block	UBC13 inh	697 NFkB inh	CCR6 antag	EBI2 antag
CC(C)COc1ccc(C(=O)N(CC(=O)Nc2ccccc2C(F)(F)F)Cc2ccco2)cc1	26	5	-3	-2	-9	-17	23	27
CCN1CCN(c2sc(S(C)(=O)=O)nc2S(=O)(=O)c2ccc(C)cc2)CC1	-3	11	4	18	-1	-4	0	-15
Cc1ccc(NC(=O)CSc2ncnc3ccccc23)cc1S(=O)(=O)N1CCOCC1	-23	4	-2	9	51*	-35	13	-14
CCOC(=O)c1c(C)[nH]c(C)c1S(=O)(=O)NCc1cc(C)ccc1C	10	-9	4	-9	-1	-9	2	-34
COc1ccc(N2C(=O)C3C(C2=O)C(C(=O)c2ccc(Cl)cc2)N2CCCC32)cc1 (stereo not drawn)	-10	8	10	10	-10	-9	14	-14
O=C1C(=O)N(Cc2ccncc2)C(c2cccc(O)c2)/C1=C(\O)c1ccc2c(c1)OCCO2 (stereo not drawn)	6	-5	0	-27	-4	-1	10	-10
NS(=O)(=O)c1ccc(F)c(C(=O)O)c1	-17	-5	2	3	10	10	-8	-6
C=CCn1c(=O)c2ccccc2n2c(SCC(=O)NCC)nnc12	2	5	-1	11	6	5	4	7
N=c1sccn1CC(=O)Nc1cc(S(=O)(=O)N2CCCC2)ccc1Cl	4	6	-5	0	-8	14	7	1
Cc1nc(CCNC(=O)c2cc(COc3ccc(F)cc3Cl)on2)sc1C	-7	-7	-3	-6	13	-3	-3	-3
O=C(CN1CCOCC1)N1CCN(S(=O)(=O)c2ccccc2)C1c1ccccc1 (stereo not drawn)	9	6	6	7	-2	25	11	6
COc1ccc(CC(=O)Nc2ccc(N(C)C)c3ccccc23)cc1	18	0	4	-12	4	0	-6	2

Continued, overlapping the part above by 2 compounds.
SMILES	Apaf1 inhib	Jurkat NFkB inh	SENP8 inh	Gli-Sufu block	UBC13 inh	697 NFkB inh	CCR6 antag	EBI2 antag
O=C(CN1CCOCC1)N1CCN(S(=O)(=O)c2ccccc2)C1c1ccccc1 (stereo not drawn)	9	6	6	7	-2	25	11	6
COc1ccc(CC(=O)Nc2ccc(N(C)C)c3ccccc23)cc1	18	0	4	-12	4	0	-6	2
O=C(C1CC(=O)N(c2ccc(Cl)cc2)C1)N1CCC(c2nc3ccccc3[nH]2)CC1 (stereo not drawn)	8	11	1	7	4	-16	-1	2
O=C(Nc1ccccc1)N1CCn2c(nc3ccccc32)C1	-4	5	-7	-2	0	-4	5	-7
CC(=O)Nc1nc(-c2cc([N+](=O)[O-])cs2)cs1	-4	-14	-6	-8	-9	-16	-4	-6
CCC(C)NC(=O)Nc1ccc(C)cc1C (stereo not drawn)	1	-6	-9	-14	-7	-3	-4	-12
COc1ccc(C(=O)Nc2sc3c(c2C(=O)NCc2ccco2)CCCC3)cc1OC	16	-15	6	18	30	25	18	35
CCC(CC)COC(=O)C(C#N)c1nc2ccccc2nc1N1CCN(CC)CC1 (stereo not drawn)	4	11	1	-1	21	16	19	10
COCCN(C(=O)COC(=O)CSc1ccc(Cl)cc1)c1c(N)n(CC(C)C)c(=O)[nH]c1=O	-4	6	-3	-4	1	23	-1	-11
CNC(=O)c1cc(C(=O)c2c(Cl)cccc2Cl)c[nH]1	-11	-1	5	7	7	25	7	-10
O=C(Cn1cnc([N+](=O)[O-])c1)Nc1ccc(F)c(Cl)c1	1	-4	3	-2	9	4	16	-6
COc1cc(OC)cc(C(=O)Nc2nnc(Cc3ccc(OC)c(OC)c3)s2)c1	-6	4	3	-1	-2	8	-1	3
Cc1[nH]c(=O)[nH]c(=O)c1S(=O)(=O)N1CCN(c2ccccc2F)CC1	i	1	11	3	-1	16	2	3
CCOC(=O)c1c(-c2ccccc2)csc1NC(=O)c1cc(-c2ccccc2OC)on1	-4	-1	-5	7	11	0	4	-6
Cc1cccc(OCC(=O)Nc2ccccc2C(F)(F)F)c1	13	-1	-10	-22	-12	-26	12	3
CCC(NC(=O)C1CCCC1)c1ccc(C)cc1 (stereo not drawn)	-3	13	-1	-10	6	5	17	-3
COc1ccc(OC)c(NC(=O)C(CC(=O)O)NCc2ccco2)c1 (stereo not drawn)	13	8	-6	-2	0	3	-3	0
Cc1cc(C)n(CC(O)COc2ccccc2)n1 (stereo not drawn)	0	-9	-1	2	7	16	-3	9
COc1cccc(CC(=O)Nn2c(C)nc3ccccc3c2=O)c1	-5	3	2	7	8	10	-8	3
COc1cc(/C=N/NC(=O)c2cc(C3CC3)[nH]n2)cc(OC)c1OC	1	0	0	-2	1	-14	-12	-15
COc1cc(/C=C2\SC(=Nc3cccnc3)NC2=O)cc(OC)c1OC	3	-1	0	8	-24	13	4	13
CC(=O)Nc1ccc(S(=O)(=O)C(C#N)c2nc3ccccc3nc2NCCO)cc1 (stereo not drawn)	-12	2	7	7	20	12	-1	-9
COc1ccc(Cn2c(-c3ccc(OC)c(O)c3)nc3ccccc32)cc1O	6	-17	6	-3	8	-3	7	10
CCn1c(SCc2ccc([N+](=O)[O-])cc2)nnc1C(C)NC(=O)c1ccc(C)cc1 (stereo not drawn)	-3	9	4	0	4	3	-4	-2
Cc1ccc(S(=O)(=O)Oc2ccc(/C=C(/NC(=O)c3ccccc3)C(=O)NCC(=O)O)cc2)cc1	8	1	7	-5	-7	13	13	-5
CCN1C(=O)[C@@H]2[C@@H](c3ccc(-c4ccc(OC)cc4)cc3)N3CCCC[C@@]3(C(=O)OC)[C@@H]2C1=O	14	14	-12	-2	-12	12	-3	5
O=C(CCC(=O)N1CCN(S(=O)(=O)c2ccc(Cl)cc2)CC1)Nc1ccc2ccccc2c1	7	-2	1	3	-1	11	10	9
CCc1nnc(NC(=O)CN2CCN(CC)CC2)s1	-9	1	13	5	3	5	6	-1
O=C(COC(=O)c1ccc(Cl)s1)c1ccc[nH]1	-7	9	-14	-5	19	25	10	5
CC1Oc2ccccc2C=C1/C=C1/SC(N2CCOCC2)=NC1=O (stereo not drawn)	1	-10	-4	-4	7	-22	12	6
CCCCN1CN(S(=O)(=O)c2ccc(OC)cc2)c2nc3ccccc3nc21	17	15	-3	-11	-11	7	5	-7
CC(=O)N1CCN(S(=O)(=O)c2cccc(C(=O)N(C)Cc3ccc(C)o3)c2)CC1	-1	-7	-2	-7	0	9	5	8
O=C(Nc1ccc(Cl)cn1)C1COc2ccccc2O1 (stereo not drawn)	2	-56	-3	-5	5	9	16	6
COc1ccc(NC(=O)NNC(=O)CCc2ccc(O)c(O)c2)cc1OC	-8	12	-8	7	2	2	-1	-4
CC(C)(C)n1nc2c(c1NC(=O)c1ccccc1F)CS(=O)C2 (stereo not drawn)	3	0	0	5	-5	9	5	-3
CCOc1ccccc1NC(=O)NC1(C(=O)NCC2CCCO2)CCCCC1 (stereo not drawn)	2	-10	-4	19	6	-1	5	-22
COC(=O)c1ccc(Sc2ccccc2NS(=O)(=O)c2ccc(C)cc2)nc1	10	10	8	8	-2	-13	1	-1
Cc1ccc(N2CC(C(=O)NCCN3CCOCC3)CC2=O)cc1C (stereo not drawn)	4	-2	10	-15	-1	14	6	1
Cc1ccc(COc2ccccc2-c2cc(C(=O)N/N=C/c3cccnc3)[nH]n2)cc1	19	53*	-12	-4	-9	-12	6	6
CS(=O)(=O)n1nc(OC(=O)c2cccs2)cc1N	-5	6	-10	-10	3	5	-8	-13
CCOc1ccc(OCC)c2sc(C)nc12	4	-17	5	2	-3	-13	-8	-6
CCCCCCCCCSc1n[nH]c(N)n1	4	-3	-12	-1	-8	-18	-6	-1
COc1ccc(NC(=O)N2CCN(c3cccc(C(F)(F)F)c3)CC2)cc1	9	-4	-4	7	-1	-17	-3	3
CCOC(=O)c1ccc(NC(=O)c2ccc3c(c2)C(=O)N(Cc2cccnc2)C3=O)cc1	29	-11	-8	6	-6	-5	-6	20
N#Cc1cccc(S(=O)(=O)NCC(=O)OCC(=O)c2ccc[nH]2)c1	-11	12	0	-4	-12	3	5	-8

Some of the compounds tested; count on the stated rates, not on these rows.
